A549 tox: Nrf2 qHTS screen for inhibitors: counterscreen for cytotoxicity; A549 ARE-Fluc cells, CellTiter-Fluor viability, 18-24 h; Potency, µM (series often up to 46 µM), inactives show at the top dose activity change, negative = cytotoxicity, most hits filed as inhibitors; hit rate 0.16% among 390,000; note: potency is the fitted concentration of half-maximal effect; % is set by controls: 0 for no effect and ±100 for the full control effect
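A549 ARE-Fluc cells in 5% FBS OPTI-MEM, 5000 cells/well, rested 2 h then exposed to compounds in concentration-response for 18-24 h at 37 °C. Viability by CellTiter-Fluor fluorescence (Ex 405/Em 525) after 30 min; luciferase luminescence (BugLite, 15 min, RT) read afterwards.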
Abeta rescue: qHTS for compounds that reverse cellular toxicity of Amyloid beta (A-beta) peptide in yeast: Primary Screen; yeast expressing A-beta42, growth rescue, OD600, 48 h; response scale: 0% DMSO, 100% iron-clioquinol control; Potency, µM (series often up to 46.1 µM), without a hit: top-dose growth rescue, hits mostly activators; hit rate 0.063% among 410,000; note: potency is the fitted concentration of half-maximal effect; nearly all actives have a fitted effect of over 55% in size
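Growth rescue measured by 600 nm absorbance after 48 h yeast culture at 30 C with compound. Values normalized between DMSO and an equimolar ferric chloride plus clioquinol control.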
HepG2 tox: qHTS for Inhibitors of TGF-b: Cytotox Counterscreen; HepG2 CAGA-GFP viability, ATP luminescence, 18 h; Potency, µM (titrated, usually from 46.1 µM), without a hit: at the top dose activity change, negative = cytotoxicity, actives largely listed as cytotoxic; hit rate 0.76% among 410,000; AID 588856, 2011; note: potency is the fitted concentration of half-maximal effect; some results filed as inactive show a strong effect at the top dose
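CellTiter-Glo luminescence gave cytotoxicity after 18 hours at 37 degrees C. The cells were HepG2 CAGA-GFP in 1% FBS DMEM, stimulated with 500 pg/mL TGF-beta after compound addition. %Activity was normalised to no-cell wells (complete cell-killing) and DMSO (no toxicity), and curves were fitted and classified.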
Nrf2 inh: Nrf2 qHTS screen for inhibitors; A549 ARE-Fluc reporter, luciferase luminescence, 18-24 h; Potency, µM (highest dose often 46 µM), for inactives: at the highest dose activity change, negative = inhibition, usual class: inhibitors; hit rate 2.1% among 360,000; note: potency is the fitted concentration of half-maximal effect; % is set by controls: 0 for no effect and ±100 for the full control effect; nearly all actives have a fitted effect of over 60% in size
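Reporter: ARE-Fluc in A549. Exposure: 18-24 h, 37 °C, 5% CO2, 5% FBS OPTI-MEM. Readouts: fluorescent cytotoxicity (CellTiter-Fluor), then luminescent Nrf2 signal after BugLite.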
Mm-Cpn inhibitor: Inhibitors of TCP-1 ring complex (TRiC) of Methanococcus maripaludis (MmCpn): qHTS. Chaperonin Mm-Cpn (Methanococcus maripaludis). purified Mm-Cpn ATPase, ADP Transcreener TR-FRET. Potency, µM (doses to about 76.9 µM), without a hit: at the highest dose activity, negative = inhibition, most hits filed as inhibitors. hit rate 0.031% among 330,000; note: potency is the fitted concentration of half-maximal effect; % is set by controls: 0 for no effect and ±100 for the full control effect; nearly all actives have a fitted effect of over 80% in size
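ATPase read-out: TR-FRET ADP immunoassay (anti-ADP Eu cryptate vs ADP-d2), ex 320 nm, em 590/665 nm; signal drops as ADP forms. Enzyme 25 nM, ATP 10 uM, 30 min at 37°C after 10 min compound preincubation.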
pAkt inh: HTS Assay for Inhibitors of Akt Phophorylation: Primary Screen; Neuro2A IGF-stimulated pAkt S473 HTRF, 20 min; stronger effect = lower value; activity change, % for hits at 50 µM; hit rate 0.32% among 360,000; AID 651550, 2012; in the data active = activity change below about -80%; inconclusive = mostly about -51% to -80%; note: % is set by controls: 0 for no effect and ±100 for the full control effect
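Neuro2A cells (4,500/well, DMEM with 0.5% FBS) were treated with compound at a single 50 µM final concentration, stimulated with 6 nM IGF for 20 min at 37 °C, and lysed. Phospho-Akt Ser473 was read by HTRF as 665/615 ratio ×10^4.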
Nrf2 activator: qHTS of Nrf2 Activators; hit rate 0.31% among 410,000; AREc32 ARE-luciferase reporter (MCF7-derived line), luminescence, 24 h; Potency, µM (titrated, usually from 46.1 µM), for the others: top-dose activation, usual class: activators; note: potency is the fitted concentration of half-maximal effect; % of control where 0% means no effect; nearly all actives have a fitted effect of over 65% in size
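AREc32 cells carrying an ARE-driven firefly luciferase, 1000 cells/well in OPTI-MEM with 5% FBS, dosed after overnight attachment and incubated 24 hr at 37 deg C. Steady-Glo luminescence read after 30 min at RT.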
CCT chaperon mod: High-Throughput Screening for Modulators of Cytosolic Chaperonin Activity; purified chaperonin ATPase assay, HTRF ADP detection, 30 min; activity change, % (no concentration beside the values), hits read low; hit rate 0.3% among 360,000; in the data active = activity change below about -30%; note: % is set by controls: 0 for no effect and ±100 for the full control effect
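ATPase activity: ADP formed was measured by HTRF Transcreener (665/615 nm ratio) after 30 min at 37 deg C with 10 uM ATP. Compounds screened at one 76 uM concentration against 40 or 20 nM TRiC in Tris pH 7.4/KCl/MgCl2/DTT buffer.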
TGFb SMAD3 inh: qHTS for Inhibitors of TGF-b; HepG2 CAGA-GFP TGF-b/SMAD3 reporter, GFP fluorescence, 18 h; TGF-beta stimulated, 500 pg/mL final; Potency, µM (titrated, usually from 46.1 µM), inactives show at the top dose activity, negative = inhibition, most hits filed as inhibitors; hit rate 1.2% among 410,000; note: potency is the fitted concentration of half-maximal effect; % is set by controls: 0 for no effect and ±100 for the full control effect; nearly all actives have a fitted effect of over 65% in size
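HEPG2 CAGA-GFP cells (1000/well, DMEM with 1% FBS) were pre-incubated 2 h at 37 degrees C, given compound by pin tool, then stimulated with TGF-beta at 500 pg/mL final for 18 h before per-cell GFP fluorescence imaging.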
An asterisk follows results filed as active; i = inactive; ? = inconclusive; · = not tested or not shown; [ ] = remark or other dose. Unless noted, calls come from the whole dose curve; as a rule, active = well fitted curve in the direction sought with a large enough effect; inconclusive = small, poorly fitted or top-dose-only effect, or another doubt; inactive = no such curve, though single readings can be large; an effect the other way counts as inactive or inconclusive.

SMILES | A549 tox | Abeta rescue | HepG2 tox | Nrf2 inh | Mm-Cpn inhibitor | pAkt inh | Nrf2 activator | CCT chaperon mod | TGFb SMAD3 inh
CCC(CC)C(=O)N1CC(=O)Nc2ccc(F)cc2C1c1ccccc1 (stereo not drawn) | -6.8% | 11.1% | -16.6% | 2.1% | -0.3% | i | -0.7% | -1.2 | -4.9%
CC(C)C[C@@H](CN1CCCC1CN1C(=S)NC[C@@H]1Cc1ccc(O)cc1)N1C[C@H](Cc2ccc(O)cc2)N(CC2CCCCC2)C1=S (stereo partly drawn) | -15.6% | -46.5%[inhibitor] | -99.5% | ? | · | i | -2.5% | 0.0 | 10µM*
CCN(CC)S(=O)(=O)c1cccc(C(=O)NC(C)C(c2cccs2)N2CCCC2)c1 (stereo not drawn) | -2.8% | 1.8% | 4.9% | 2.9% | 0.7% | i | 0.3% | -0.8 | 0.1%
Cc1ccc(Oc2cc(C)nc(-c3ccccc3O)n2)cc1 | -9.3% | -5.1% | 4.7% | ? | -2.0% | i | 3.9% | -0.3 | -0.5%
Cn1cnc2cc(NCc3ccccc3O)ccc21 | -0.7% | -3.4% | -0.7% | 10.9% | -2.4% | i | 5.8% | -0.8 | 0.6%
O=C(O)c1cn(-c2ccccc2)nc1-c1cccnc1 | 5.1% | 10.5% | -3.0% | 0.4% | -14.3% | i | -0.2% | -0.5 | 15.1%
CCc1ccc(OC(=O)c2sc3ncn(Cc4cccc(F)c4)c(=O)c3c2C)cc1 | -0.6% | -24.6% | 13.5% | · | · | · | -0.3% | · | ?
O=C1c2ccccc2C(=O)N1CCCN1C(=O)c2ccccc2C1=O | 0.4% | -18.6% | 17.4% | -0.1% | · | i | 0.0% | 0.4 | 9.2%
CSc1ccc(CN2CCC2(C)C(=O)Nc2cccc(Oc3ccccc3)c2)cc1 (stereo not drawn) | · | -3.3% | -95.1% | · | · | i | 3.5% | -2.1 | 1.3%
O=C(c1ccc2c3c(cccc13)CC2)C1CCCN(Cc2ccncc2)C1 (stereo not drawn) | 0.1% | 6.9% | -43.9% | ? | -3.9% | i | 1.4% | 1.5 | 7.94µM*
Cc1cc(C)cc(NC(=O)N2CCC(CN3CCc4ccccc4C3)CC2)c1 | -9.5% | -19.6% | -20.5% | ? | · | · | -0.5% | · | ?
COc1ccccc1C1=NS(=O)(=O)N(C)C(C(=O)Nc2cc(OC)c(OC)c(OC)c2)=C1 | -2.1% | 20.8% | -20.0% | 9.5% | · | · | 8.6% | · | -4.3%
COc1ccccc1-c1oc2ccccc2c1-c1ccc2c(c1)OCO2 | 9.1% | -5.6% | -34.3% | 14.2% | -4.6% | i | 4.1% | 0.2 | 1.9%
Cc1ccc(Oc2ncccc2/C=N/OCc2ccc(Cl)c(Cl)c2)cc1 | -0.3% | 18.7%[9.22 µM] | 17.1% | · | 0.6% | i | -0.1% | 1.5 | 7.1%
CCCN1CCN(CCCNC(=S)Nc2ccc3nc(N4CCN(CC)CC4)cc(C)c3c2)CC1 | ? | 17.2% | -26.4% | 16.2% | -0.8% | i | 0.5% | 0.1 | -2.7%
CCCCCCn1c(=O)n2n(c1=O)[C@@H]1CN(S(=O)(=O)c3ccc(C)cc3)C[C@]1(O)[C@@H](OC(=O)NCc1ccccc1F)C2 | · | 5.3% | 7.94µM* | · | · | i | -2.6% | 0.1 | 12.6µM*
O=C(O)c1cnn(-c2nc(-c3ccc(Br)cc3)cs2)c1C(F)(F)F | 2.1% | -92.5%[inhibitor] | -18.8% | 25.3% | -2.5% | i | 2.3% | -3.0 | 1.2%
O=C1CCCC1C(=O)Nc1ccc2ccccc2c1 (stereo not drawn) | -3.7% | 14.6% | 1.0% | -0.7% | 0.9% | i | 3.8% | -1.8 | -22.3%
COc1ccccc1N(CC(=O)Nc1ccc2c(c1)OCO2)S(=O)(=O)c1ccc(C)cc1 | 1.9% | -5.0% | -17.6% | 8.8% | · | · | 5.6% | · | ?
NS(=O)(=O)c1ccc(NC(=O)c2cc(-c3ccccc3O)n[nH]2)cc1 | 2.0% | -5.2% | -2.0% | -12.2% | 1.7% | i | -0.6% | 2.2 | 2.2%
COc1ccc(N(Cc2cc3ccccc3[nH]c2=O)S(=O)(=O)c2ccc(C)cc2)cc1 | -13.0% | -12.3% | -19.8% | -7.7% | -0.6% | i | 0.1% | -9.2 | -3.0%
Cc1sc2nc(-c3cccnc3)[nH]c(=O)c2c1-c1ccccc1 | 9.3% | 2.8% | -6.4% | -17.1% | -2.1% | i | 0.5% | -2.8 | 14.6%
Cc1ccc(CNC(=O)CCCCn2c(=O)c3ccccc3n(Cc3c(C)cc(C)cc3C)c2=O)cc1 | 1.8% | -21.5% | -1.9% | 2.6% | · | · | -0.1% | · | -0.9%
CCOC(=O)C(CC)Sc1ncnc2sc3c(c12)CCCC3 (stereo not drawn) | 11.8% | 2.9% | -0.6% | 4.0% | · | · | -0.8% | · | 9.5%
O=C(CCn1nc(-c2ccc(Cl)cc2)ccc1=O)N1CCN(c2ccccn2)CC1 | -6.2% | -8.4% | -33.5% | 7.7% | 2.0% | i | 3.0% | 0.4 | -25.5%
O=C(c1ccccc1-c1nc(-c2ccccc2Cl)no1)N1CCOCC1 | 3.5% | -7.3% | 3.8% | 16.5% | -1.5% | i | 14.5% | 0.9 | 7.0%
CCOc1ccccc1NC(=O)Cn1c(=O)n(CCCC(=O)NCCOC)c(=O)c2cc(OC)c(OC)cc21 | -6.1% | -2.1% | -9.3% | 9.2%[9.27 µM] | · | · | 0.0% | · | -0.7%
O=C(Cc1ccc(Br)cc1)NC1CCCCC1 | -4.4% | 13.7% | -14.7% | 29.4% | -0.2% | i | 1.0% | -0.6 | -20.3%
O=C(Cn1c2ccccc2c(=O)c2ccccc21)N/N=C/c1cc([N+](=O)[O-])ccc1N1CCCCC1 | -5.1% | 10.0% | 0.0% | 10.4% | -0.5% | i | 2.0% | -1.7 | -9.8%
C=CCn1c(N)c(C(=O)OCC)sc1=S | -6.6% | 3.0% | 6.9% | ? | -4.3% | i | 0.4% | 1.8 | -6.7%
O=C(Nc1ccccc1N1CCN(c2ccccc2)CC1)c1ccccc1 | -1.6% | -23.4% | -4.8% | -5.7% | -29.8% | i | -0.4% | 1.3 | -10.8%
N#Cc1c(N)nc(SCC(=O)NCc2ccc3c(c2)OCO3)c(C#N)c1-c1cccs1 | 11.7% | -7.5% | -7.7% | · | -4.7% | ? | 0.4% | -3.8 | -17.8%
CCN1CC(=O)Nc2cc(S(=O)(=O)N3CCOCC3)ccc21 | -7.2% | -3.5% | 10.0% | 6.2% | -12.9% | i | 0.2% | 1.0 | -13.9%
O=C(NC1CCCC1)c1ccc(Cl)c(S(=O)(=O)N2CCOCC2)c1 | 1.3% | -4.4% | 8.0% | 1.0% | -1.7% | i | -0.4% | -0.6 | 3.0%
Cc1ccc(C)c(N2CCN(C(=O)c3cn(C)c4ccc(S(=O)(=O)N(C)C)cc4c3=O)CC2)c1 | ? | 0.3% | -21.8% | 0.0% | ? | i | 2.1% | 1.9 | 3.8%
Cc1cc(C)nc(/N=C2\NC(=O)CC(C(=O)O)N2c2ccc(C)c(C)c2)n1 (stereo not drawn) | -7.5% | -11.5% | -6.8% | 13.5% | 3.5% | i | 0.0% | -1.9 | -8.6%
CCCCOC(=O)/C(C#N)=C\c1ccc(-c2ccc(Cl)cc2)o1 | -1.3% | -7.8% | -3.1% | 2.3% | · | · | -0.8% | · | -8.9%
O=C(CCN1Cc2ccccc2C1)c1ccc2c(c1)OCCO2 | -0.2% | -31.1%[inhibitor] | 10µM* | 6.0% | -6.1% | i | ? | -1.8 | 12.6µM*
Nc1sc2c(c1C(=O)NCCc1ccccc1)CCC2 | -6.8% | 36.3% | 9.2% | -2.6% | -4.3% | i | 13.1% | -2.1 | 0.0%
CC(NC(=O)Cc1ccc(F)cc1)c1ccccc1 (stereo not drawn) | -3.3% | 22.5% | 6.4% | -9.8% | 0.2% | i | 0.1% | -0.6 | 2.8%

Shown with tabs: 3 of the compounds above.
Structure	A549 tox	Abeta rescue	HepG2 tox	Nrf2 inh	Mm-Cpn inhibitor	pAkt inh	Nrf2 activator	CCT chaperon mod	TGFb SMAD3 inh
CCN1CC(=O)Nc2cc(S(=O)(=O)N3CCOCC3)ccc21	-7.2%	-3.5%	10.0%	6.2%	-12.9%	i	0.2%	1.0	-13.9%
O=C(NC1CCCC1)c1ccc(Cl)c(S(=O)(=O)N2CCOCC2)c1	1.3%	-4.4%	8.0%	1.0%	-1.7%	i	-0.4%	-0.6	3.0%
Cc1ccc(C)c(N2CCN(C(=O)c3cn(C)c4ccc(S(=O)(=O)N(C)C)cc4c3=O)CC2)c1	?	0.3%	-21.8%	0.0%	?	i	2.1%	1.9	3.8%

Compound activity deposited in PubChem BioAssay by National Center for Advancing Translational Sciences (NCATS).
